High-throughput results from PubChem.
Hsp70 inhibitors = small molecules displacing fluorescent ligand from Hsp70 – biochemical, fluorescence polarization, primary screen (AID 583); Hsp70 fluorescence polarization probe displacement, mP; higher % means a stronger effect; actives 0.06% (n = 140,000); displacement, % at 20 µM; hits with a dose series show IC50 in µM; in the data active means displacement above about 50%;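 further: plate controls were vehicle for no effect and reference ligand for full effect; a part of the inactive calls stands beside numbers as strong as those of hits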
MKP-3 inhibition = inhibition of rat DUSP6 enzyme activity – biochemical, in vitro, primary screen (AID 425); recombinant MKP-3 phosphatase activity, fluorescence; higher % means a stronger effect; inhibition, % at 20 µM, or IC50 in µM where a hit was titrated; actives 0.17% (n = 110,000); in the data active means inhibition above about 50%;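 further: plate controls were vehicle for no effect and reference inhibitor for full effect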
Numbers without * were called inactive; nt = no result given; & = joins results of further samples. This is a subset (hit frequency here may not be typical).

Results follow in this order: Hsp70 inhibitors | MKP-3 inhibition
[1] CC(C)c1ccc(N2C(=O)c3ccccc3NC2c2ccc3c(c2)OCO3)cc1 (stereo not drawn)
    4.2% | 4%
[2] O=C(OC/C=C/c1ccccc1)C(C(F)(F)F)C(F)(F)F
    -2.8% | 0%
[3] C#CCOc1c(Br)cc(/C=C2\C(=O)NC(=O)N(c3ccc(Cl)cc3)C2=O)cc1OC
    -0.6% | 6%
[4] CCOC(=O)c1cc(OC(=O)c2cccnc2)n(-c2ccccc2)n1
    -0.5% | 3%
[5] O=C(CSc1nc2ccccc2[nH]1)N/N=C/c1ccc(Cl)cc1Cl
    -4.6% | 5%
[6] CC1CCc2c(sc(NS(=O)(=O)c3ccccc3)c2C(=O)OC(C)C)C1 (stereo not drawn)
    -2.4% | nt
[7] CCOC(=O)N1CCN(c2nc(C(F)(F)F)nc3c(C)cc(C)cc23)CC1
    -3.8% | -9%
[8] COc1ccc(/C=C2\SC(=S)N(c3ccc(F)cc3)C2=O)cc1OC
    -15% | 0%
[9] CC(=O)Nc1nc(-c2ccccc2)nc(C)c1C(C)=O
    -3.2%&-1.2% | -6%&2%
[10] COc1ccccc1NC(=O)CSc1nnc(C)n1Cc1ccccc1
    -4.1% | 3%
[11] COc1ccc(N2C(=O)CSC2c2ccc(C)cc2)cc1 (stereo not drawn)
    -0.4% | 0%
[12] Cn1c(=O)c2c(nc(SCCN3CCCCC3)n2Cc2ccccc2)n(C)c1=O
    -3.5% | 3%
[13] CCCCn1c(-c2ccco2)nc2ccccc2c1=O
    -3.4% | nt
[14] O=C(NCC1COc2ccccc2O1)c1cn(Cc2ccc(F)cc2)nn1 (stereo not drawn)
    3.8% | -20%
[15] CC(C)OCC(O)Cn1c2ccccc2c2ccccc21 (stereo not drawn)
    1.4% | 4%
[16] CCC(=O)N/C(N)=N/c1nc2ccccc2s1
    0.9% | 0%
[17] COc1ccccc1-c1nnc(NC(=O)C(C)C)s1
    0.7% | 4%
[18] CCOC(=O)c1ccc(NS(=O)(=O)c2cccc3nsnc23)cc1
    5.1% | -7%
[19] CCOC(=O)c1c(C)n(C)c2ccc(OC)c(NC(=O)c3cccs3)c12
    -4.4% | 2%
[20] COc1ccc(/C=C2\SC(N3CCC(C)CC3)=NC2=O)cc1
    2.1% | 2%
[21] Cn1nnnc1SCCNS(=O)(=O)c1ccccc1
    1.8%&3.5% | -4%&5%
[22] Cc1ccc(N2C3=[N+](CCCCC3)CC2(O)c2cccc([N+](=O)[O-])c2)cc1 (stereo not drawn)
    -0.2% | 2%
[23] O=C1CCCN1c1ccc(S(=O)(=O)NCCOc2ccccc2)cc1
    -2.4% | nt
[24] N#Cc1c(N)oc(-c2ccccc2)c1-c1ccccc1
    -1.4% | -7%
[25] CC(C)(C)c1ccc(CSc2nc3ccccc3c(=O)[nH]2)cc1
    2.4% | 0%
[26] COC(=O)C1=C(CSc2nnnn2C)NC(=O)NC1c1cc(C)ccc1C (stereo not drawn)
    4.3% | -12%
[27] CCCN1c2cccc3cccc(c23)S1(=O)=O
    5.6% | 1%
[28] CCOC(=O)c1ccc(-c2ccc(/C=c3\sc4nc5ccccc5n4c3=O)o2)cc1
    -9.4% | 0%
[29] O=C(CSc1nnc(Cc2cccs2)n1Cc1ccco1)Nc1ccc(Br)cc1
    -4.7% | -1%
[30] CCOC(=O)NC(=O)CSc1nnc(C)s1
    0.6% | -2%
[31] CCOC(=O)C(CC)Sc1n[nH]c(=O)[nH]c1=O (stereo not drawn)
    -5.2% | 0%
[32] Cc1ccc(-c2nc3cc(NS(=O)(=O)c4ccc(C)cc4)ccc3o2)cc1
    4.7% | nt
[33] O=C(CSc1ncc(-c2ccc(F)cc2)n1Cc1ccco1)Nc1ccc2c(c1)OCO2
    1.2% | -11%
[34] CC(C)CO/C(=N/S(=O)(=O)c1ccccc1)c1ccccc1
    43% | nt
[35] CCn1c(SCC(=O)Nc2ccccc2C(=O)OC)nnc1-c1ccc(N)cc1
    1.0% | 1%
[36] NC1=NC(=O)/C(=C\c2ccc(-c3ccccc3Cl)o2)S1
    1.1% | 5%
[37] Cc1nc2c(Cl)cccc2[nH]1
    4.7% | nt
[38] COc1cccc(N(CC(=O)N2CCCC2)S(=O)(=O)c2ccccc2)c1
    -3.5% | 0%
[39] O=C(Oc1ccc2c(c1)oc(=O)c1ccccc12)c1ccccc1Cl
    -3.4% | 5%
[40] O=C(NCCO)c1ccc2nc3c4ccccc4c4ccccc4c3nc2c1
    1.3% | 2%
[41] C=CCc1c(C)c(C#N)c2nc3ccccc3n2c1NCCN(C)C
    -2.1% | -7%
[42] O=c1c2cc(N3CCOCC3)ccc2[nH]c(=S)n1CCCN1CCN(c2ccccc2F)CC1
    -5.7% | 0%
[43] Nc1c(C(=O)NCc2ccccc2)nnn1Cc1ccccc1
    nt | -8%
[44] Cc1ccc(C(C(=O)NC(C)(C)C)N(CC2CCCO2)C(=O)Cn2nnc(-c3ccc(C)o3)n2)cc1 (stereo not drawn)
    2.4% | -6%
[45] Clc1cccc2sc(N3CCCCC3)nc12
    3.7% | 5%
[46] O=C(CSc1nc2ccccc2c(=O)n1CC1CCCO1)NCC1CCCO1 (stereo not drawn)
    1.5% | -2%
[47] COc1ccc(S(=O)(=O)Nc2ccc(S(=O)(=O)N3CCCCC3)cc2)cc1C
    13% | nt
[48] CCOC(=O)C1=C(C)N=c2s/c(=C\c3cccnc3)c(=O)n2C1c1ccc(OC)cc1 (stereo not drawn)
    -0.1% | 1%
[49] COCCCn1c(=NC(=O)c2ccc3c(c2)OCO3)c(C#N)cc2c(=O)n3cccc(C)c3nc21
    1.4% | 0%
[50] COc1ccc(C)cc1NC(=O)COc1ccc(C)cc1Br
    -1.4% | 0%

Going on with the list.
Results follow in this order: Hsp70 inhibitors | MKP-3 inhibition
[51] Cc1ccc(NC(=O)c2ccccc2Br)cc1
    1.9% | 4%
[52] CCS(=O)(=O)NCC(c1cccnc1)N1CCN(c2ccc(F)cc2)CC1 (stereo not drawn)
    1.4% | -4%
[53] O=C(c1ccc(-c2ccccc2)cc1)N1N=C(c2ccccc2)CC1(O)C(F)(F)F (stereo not drawn)
    -3.7% | 3%
[54] Cc1cc(C(=O)N2CCOCC2)n(-c2ccccc2)n1
    -4.4% | -6%
[55] Cc1ccc(NC(=O)c2cc(C)on2)cc1
    3.3% | 2%
[56] CSc1ccc(-c2nnn(Cc3ccc(C)cc3)n2)cc1
    nt | -4%
[57] CC1CN(Cc2ccc(Cl)cc2Cl)CC(C)O1 (stereo not drawn)
    1.5% | nt
[58] O=C(/C=C/c1cccs1)NCc1ccc2c(c1)OCO2
    0.0% | 3%
[59] COc1cccc(C2C(C(=O)c3cccs3)=C(O)C(=O)N2CCCn2ccnc2)c1OC (stereo not drawn)
    -4.6% | -5%
[60] Cc1cccnc1N(C(=O)c1ccccc1F)C(=O)c1ccccc1F
    -2.8% | -1%
[61] CCOC(=O)C1=C(C)NC2=C(C(=O)CCC2)C1c1cccs1 (stereo not drawn)
    nt | 1%
[62] O=C(NC1CCCCC1)c1ccc(S(=O)(=O)N2CCOCC2)cc1
    2.2% | -2%
[63] COc1ccc(N(CC(=O)Nc2c(C)n(C)n(-c3ccccc3)c2=O)S(=O)(=O)c2ccccc2)c(OC)c1
    -3.9% | -5%
[64] O=C(NCc1ccccn1)c1c(O)c2c([nH]c1=O)CCCC2
    4.2% | -9%
[65] Cc1cccc(NC(=O)c2ccc3ccccc3n2)c1C
    -0.9% | nt
[66] O=C(COc1cc(Cl)c(Cl)cc1Cl)NC(=O)NC1CCCC1
    12% | nt
[67] N#Cc1c(-c2cc(Br)cs2)c2c(=O)[nH]c(=O)[nH]c2[nH]c1=O
    4.1% | -3%
[68] CCCC(=O)n1nc(C)c2c1CC(C)(C)CC2=O
    -7.4% | -1%
[69] Cc1ccc(C(C)C)c(Oc2nnnn2-c2ccccc2)c1
    nt | -8%
[70] O=C(N/N=C/c1ccc[nH]1)c1cccc(Cl)c1
    5.9% | 4%

Rewritten screen by screen: 4 of the compounds above
62) O=C(NC1CCCCC1)c1ccc(S(=O)(=O)N2CCOCC2)cc1
63) COc1ccc(N(CC(=O)Nc2c(C)n(C)n(-c3ccccc3)c2=O)S(=O)(=O)c2ccccc2)c(OC)c1
64) O=C(NCc1ccccn1)c1c(O)c2c([nH]c1=O)CCCC2
65) Cc1cccc(NC(=O)c2ccc3ccccc3n2)c1C
screen / no. | 62 | 63 | 64 | 65
Hsp70 inhibitors | 2.2% | -3.9% | 4.2% | -0.9%
MKP-3 inhibition | -2% | -5% | -9% | nt

(continued)
Results follow in this order: Hsp70 inhibitors | MKP-3 inhibition
[71] N#CC1=C(N)OC2=C(C(=O)CCC2)C12CCN(C(=O)OCc1ccccc1)CC2
    -8.1% | -6%
[72] CC(=O)N1CCN(C2=Nc3cccc4cccc2c34)CC1
    13% | 10%
[73] CCCc1cc(C(N)=O)c(NC(=O)C2CCCO2)s1 (stereo not drawn)
    nt | -10%
[74] COc1ccc(C(=O)Cn2cnc3c(C#N)c4n(c3c2=O)CCCCC4)cc1
    6.7% | 0%
[75] CC(C)c1ccc(C=Nc2ccc3[nH]c(=O)[nH]c3c2)cc1
    -4.3% | 4%
[76] O=C(O)CCC(=O)N1CCN(c2nc3ccccc3s2)CC1
    -1.2% | -9%
[77] COCCn1c(CN2CCN(c3ccc(OC)cc3)CC2)nc2c1c(=O)n(C)c(=O)n2C
    -4.3% | 2%
[78] N#Cc1c(/N=C/c2cc(Br)cs2)sc2c1CCC2
    -0.7% | nt
[79] O=C(NN1CCOCC1)c1ccccc1Cl
    3.4% | 0%
[80] CCCN(CCC)CCNC(=O)c1cc2c(=O)n(C)c3ccccc3c2n1C
    -1.2% | 0%

Reprinted at random: four compounds from above
Results follow in this order: Hsp70 inhibitors | MKP-3 inhibition
[78] N#Cc1c(/N=C/c2cc(Br)cs2)sc2c1CCC2
    -0.7% | nt
[74] COc1ccc(C(=O)Cn2cnc3c(C#N)c4n(c3c2=O)CCCCC4)cc1
    6.7% | 0%
[73] CCCc1cc(C(N)=O)c(NC(=O)C2CCCO2)s1 (stereo not drawn)
    nt | -10%
[71] N#CC1=C(N)OC2=C(C(=O)CCC2)C12CCN(C(=O)OCc1ccccc1)CC2
    -8.1% | -6%

Additional results follow:
Results follow in this order: Hsp70 inhibitors | MKP-3 inhibition
[81] CCOc1ccc2[nH]c(=O)c(CN(Cc3nnnn3CCc3ccccc3)CC3CCCO3)cc2c1 (stereo not drawn)
    1.3% | -2%
[82] Fc1cccc(Cl)c1Cn1nnc(-c2ccc(N3CCOCC3)cc2)n1
    -1.0% | nt
[83] Cc1ccc(N2C(=O)CSC2c2ccc([N+](=O)[O-])cc2)cc1 (stereo not drawn)
    -2.3% | 5%
[84] Cc1ccccc1N1C(=O)c2cccc3c(N(C)CCO)ccc(c23)C1=O
    52%&16% | -2%&0%
[85] CCOC(=O)c1c(N)sc(=S)c2c1CCC2
    14% | 0%
[86] O=[N+]([O-])c1ccccc1C=NN1CCN(c2ccc(Cl)cc2)CC1
    2.8% | 4%
[87] CC(=O)OC(C(=O)NCc1ccc2c(c1)OCO2)c1ccccc1Cl (stereo not drawn)
    2.7% | -4%
[88] CCN(CC)Cc1c(O)ccc2c(=O)c(-c3ccc4c(c3)OCCO4)coc12
    -5.5% | nt
[89] Cc1[nH]c2ccc(-c3nnc(SCC(=O)N4CCCc5ccccc54)o3)cc2c1C
    9.6% | -9%
[90] O=C(Cc1ccccc1)NC(NC(=O)Cc1ccccc1)c1ccc(Br)cc1
    -2.2% | 0%
[91] Fc1ccccc1CSc1nc2ncc(Br)cc2[nH]1
    -4.9% | nt
[92] CC(C)(C)n1ncc2c(=O)n(CC(=O)N3CCc4ccccc43)cnc21
    nt | -8%
[93] COc1ccc(/C=C2/SC(=S)N(/N=C/c3cc([N+](=O)[O-])ccc3O)C2=O)c(OC)c1
    3.2% | 2%
[94] O=C(CN(c1ccc(F)cc1)S(=O)(=O)c1ccccc1)Nc1ccccc1
    -1.5% | -1%
[95] Cc1c(C(=O)NCc2cccnc2)sc2nc(-c3ccccc3)cn12
    nt | -1%
[96] O=C(CSc1nc2ccccc2[nH]1)Nc1ccc(F)cc1
    nt | 2%
[97] CCCCOc1ccc(CN(C)c2ncnc(N)n2)cc1
    5.7% | 4%
[98] CC1=C(C(=O)OCC2CCCO2)C(c2ccccc2Br)NC(=O)N1 (stereo not drawn)
    7.5% | -1%
[99] O=C(N/N=C/c1cccs1)c1sc2cc(Cl)ccc2c1Cl
    0.6% | 1%
[100] COC(=O)c1c(NC(=O)c2cc([N+](=O)[O-])cc([N+](=O)[O-])c2)c(C#N)c(C)n1-c1ccccc1
    0.1% | 3%
[101] CC1CCC(N2CC(=O)N(Cc3ccc4c(c3)OCO4)C(c3ccc(F)cc3)C2=O)CC1 (stereo not drawn)
    4.4% | nt
[102] O=C1CCCC2=C1C(c1cccc(Br)c1)C1=C(CCCC1=O)O2
    -0.6% | 2%
[103] CCOc1ccccc1N1CCN(C(=O)C(F)(F)F)CC1
    0.4%&-0.9% | 2%
[104] C=CCOc1nc(-c2ccc(Br)cc2)nc2ccccc12
    1.3% | -7%
[105] O=C(Cc1ccc(S(=O)(=O)N2CCOCC2)s1)NCC1CCCCC1
    -5.1% | 1%
[106] CCOc1ccc(C(=O)Nc2ccc(Cc3ccncc3)cc2)cc1Br
    0.0% | 4%
[107] Cc1ccccc1NC(=O)c1ccc(Br)o1
    -3.1% | 2%
[108] O=C(CN(c1ccc(Cl)cc1)S(=O)(=O)c1ccccc1)N1CCN(c2ccccc2)CC1
    -2.2% | nt
[109] O=C(CSc1nc2ccc(Br)cc2c(=O)n1-c1ccccc1)NCCOc1ccccc1
    0.0% | 4%
[110] COc1ccc(N(CC(=O)Nc2ccc(C)cc2C)S(=O)(=O)c2ccc(C)cc2)c(OC)c1
    3.4% | 0%
[111] CC(Cc1ccccc1)N=C(N)/C(C#N)=C\c1[nH]c2ccccc2c1O (stereo not drawn)
    14% | 69%*
[112] O=C1NC(=Nc2cccc(O)c2)S/C1=C/C(Cl)=C/c1ccc([N+](=O)[O-])cc1
    nt | 2%
